# TrxR1 inh = blocks rat thioredoxin reductase 1 | O89049 | 1% of 390,000 active | Potency, µM (top dose mostly 114 µM), inactives show at the top dose activity change, negative = inhibition, actives largely listed as inhibitors | recombinant rTrxR1, NADPH fluorescence consumption, selenite substrate | AID 588453; also: % is scaled to controls: 0 for no effect and ±100 for the full control effect; nearly all actives have a fitted effect of over 65% in size
#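 Rat TrxR1 (90 nM in the dispensed reagent) was pre-reduced with 400 uM NADPH for 5 min at room temperature, then incubated with compound for 15 min. After 400 uM selenite was added, NADPH fluorescence (Ex 340/Em 450 nm) was followed for 8 min.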
# 12-LOX inh = blocks human arachidonate 12S-lipoxygenase; P18054; purified 12hLO, xylenol orange hydroperoxide absorbance; Potency, µM (series often up to 108 µM), inactives show at the top dose activity change, negative = inhibition, hits mostly inhibitors; 1.1% of 580,000 active; AID 1671190; also: % is scaled to controls: 0 for no effect and ±100 for the full control effect
#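 Purified human 12hLO (150 nM final) in 25 mM Hepes, 0.01% Triton X-100, pH 7.0 was preincubated 15 min at room temperature with compound. Then 40 uM arachidonic acid was added, 30 min. Hydroperoxide was read by Fe-XO absorbance ratio 573/405 nm.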
# Vif-APOBEC3F blk = blocks the Vif interaction with APOBEC3F | Potency, µM (doses to about 46.1 µM), for the others: at the highest dose activity, negative = active | 0.2% of 390,000 active | HeLa A3F-eYFP + Vif (tagged APOBEC3F with the HIV-1 protein that degrades it), YFP fluorescence increase; also: % of control where 0% means no effect; nearly all actives have a fitted effect of over 65% in size
#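 Fluorescence increase (Ex 488/Em 500-530) after overnight compound treatment at 37 deg C flags inhibition of Vif-driven A3F-eYFP loss in stable HeLa A3F-eYFP/Vif cells seeded overnight beforehand.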
# mIDH1 inhibitor = human IDH1 R132H inhibition | 0.093% of 390,000 active | IDH1-R132H enzyme, NADPH consumption, diaphorase/resazurin fluorescence | Potency, µM (series often up to 76.6 µM), without a hit: at the highest dose activity change, negative = inhibition, most hits filed as inhibitors | O75874; also: % is scaled to controls: 0 for no effect and ±100 for the full control effect; nearly all actives have a fitted effect of over 65% in size
#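 IDH1-R132H (0.5 ug/mL dispensed) in pH 7.5 Tris buffer was preincubated 30 min with compound, then given a substrate mix of 0.016 mM NADPH and 2 mM alpha-KG for 80 min at room temperature; remaining NADPH was read by diaphorase/resazurin fluorescence.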
# RXFP1 ag = activates the human relaxin receptor RXFP1 | 0.3% of 370,000 active | Potency, µM (doses to about 57.5 µM), for inactives: top-dose activation, hits mostly activators | Q9HBX9 | HEK293T-RXFP1 cAMP TR-FRET, 30 min; response scale: percent of porcine relaxin response, buffer zero; also: % is scaled to controls: 0 for no effect and ±100 for the full control effect; nearly all actives have a fitted effect of over 60% in size; many of its hits are not listed in these tables
# Target sequence (Q9HBX9 whole entry, looked up): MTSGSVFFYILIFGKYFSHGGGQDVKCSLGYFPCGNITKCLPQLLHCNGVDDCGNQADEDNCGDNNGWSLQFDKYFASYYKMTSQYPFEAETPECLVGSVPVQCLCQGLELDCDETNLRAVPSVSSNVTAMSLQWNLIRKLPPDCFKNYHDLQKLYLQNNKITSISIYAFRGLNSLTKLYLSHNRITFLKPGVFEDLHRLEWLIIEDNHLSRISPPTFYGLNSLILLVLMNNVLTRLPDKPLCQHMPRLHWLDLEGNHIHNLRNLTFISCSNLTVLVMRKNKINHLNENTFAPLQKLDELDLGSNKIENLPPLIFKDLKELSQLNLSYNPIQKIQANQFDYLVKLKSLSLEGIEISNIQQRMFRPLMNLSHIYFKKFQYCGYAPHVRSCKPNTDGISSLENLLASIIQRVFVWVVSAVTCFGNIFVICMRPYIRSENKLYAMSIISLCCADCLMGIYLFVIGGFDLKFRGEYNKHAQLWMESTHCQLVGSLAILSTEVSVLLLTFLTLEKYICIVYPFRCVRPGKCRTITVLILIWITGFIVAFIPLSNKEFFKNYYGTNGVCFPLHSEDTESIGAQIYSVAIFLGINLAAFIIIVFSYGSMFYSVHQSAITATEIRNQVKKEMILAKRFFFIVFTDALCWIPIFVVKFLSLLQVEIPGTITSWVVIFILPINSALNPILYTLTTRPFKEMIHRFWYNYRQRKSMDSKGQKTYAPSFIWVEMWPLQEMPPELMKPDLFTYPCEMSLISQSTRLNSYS
#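 Agonist response is measured as cAMP accumulation in an RXFP1-transfected HEK293T line under PDE4 inhibition. Values are scaled between buffer-only and 29 nM porcine relaxin, and EC50s come from standard Hill equation fits.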
# TrxR1 substrate = rat thioredoxin reductase 1 substrate activity | O89049 | purified TrxR1 substrate turnover, NADPH consumption readout | Potency, µM (top dose mostly 114 µM), without a hit: top-dose activity change, negative = substrate turnover | 0.01% of 390,000 active | AID 588456; also: % is scaled to controls: 0 for no effect and ±100 for the full control effect; nearly all actives have a fitted effect of over 50% in size
#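 Rat TrxR1, dispensed at 90 nM, was prereduced with 400 uM NADPH (final) for 5 min at ~22 deg C, then incubated with compound 15 min before 400 uM selenite. A first-read NADPH fluorescence drop versus no-compound background flagged substrates.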
# USP1 inh = USP1/UAF1 (human) deubiquitinase inhibition; 0.23% of 390,000 active; recombinant USP1/UAF1, Ub-Rhodamine cleavage fluorescence; Potency, µM (titrated, usually from 57.1 µM), without a hit: top-dose activity change, negative = inhibition, usual class: inhibitors; O94782; AID 743255; also: % is scaled to controls: 0 for no effect and ±100 for the full control effect; nearly all actives have a fitted effect of over 60% in size; inactives centre near -12
#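 USP1/UAF1 complex at 1 nM was preincubated with compound for 15 min at room temperature, then Ub-Rho substrate (150nM final) was added. Fluorescence (480/540 nm) was read kinetically, 6 reads every 60 seconds.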
# RGS4 inhibitor = blocks human RGS4-accelerated GTP hydrolysis; Transcreener GDP fluorescence polarization, RGS4-accelerated GTP hydrolysis; P49798; Potency, µM (series often up to 114 µM), for the others: top-dose activity change, negative = inhibition, usual class: inhibitors; 0.039% of 390,000 active; also: % is scaled to controls: 0 for no effect and ±100 for the full control effect; nearly all actives have a fitted effect of over 75% in size; some results filed as inactive show a strong effect at the top dose
# Target sequence (P49798 whole entry, looked up): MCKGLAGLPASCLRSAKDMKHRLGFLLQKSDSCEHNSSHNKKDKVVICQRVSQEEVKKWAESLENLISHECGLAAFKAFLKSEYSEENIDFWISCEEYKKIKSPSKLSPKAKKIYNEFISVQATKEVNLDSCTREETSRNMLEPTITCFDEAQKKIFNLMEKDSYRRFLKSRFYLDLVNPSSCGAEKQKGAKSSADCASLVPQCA
#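 MLSMR compounds (23 nl, pin-transferred) preincubated 10 min at room temperature with a 500nM (2x) first reagent, then RGS4 at 900nM (2x) plus Transcreener GDP mix added; fluorescence polarization (620/688 nm) read before and after 90 min at 30 °C.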
# Vif-APOBEC3G blk = blocks the Vif interaction with human APOBEC3G | Potency, µM (doses to about 46.1 µM), inactives show top-dose activity, negative = active, usual class: inhibitors | AID 602310 | Q9HC16 | 0.076% of 410,000 active | HeLa A3G-eYFP + Vif (tagged APOBEC3G with the HIV-1 protein that degrades it), YFP fluorescence, overnight;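 also: % is scaled to controls: 0 for no effect and ±100 for the full control effect; nearly all actives have a fitted effect of over 60% in size; hits raise eYFP signal because A3G escapes Vif-driven loss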
#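 Read-out is eYFP fluorescence (Ex 488/Em 500-530) from Vif-expressing HeLa A3G-eYFP cells; more signal means A3G escaped Vif-mediated degradation. Cells plated overnight, compound pinned in, incubated overnight at 37 deg C.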
# Starred values were filed as active, the others as inactive; ? = inconclusive; · = not tested or not shown; & = joins results of further samples; [ ] = remark or other dose. Calls follow the shape of the dose curve; as a rule, active = well fitted curve in the direction sought with a large enough effect; inconclusive = small, poorly fitted or top-dose-only effect, or another doubt; inactive = no such curve, though single readings can be large; an effect the other way counts as inactive or inconclusive. Potency is read from the fitted curve at half-maximal effect.
SMILES,TrxR1 inh,12-LOX inh,Vif-APOBEC3F blk,mIDH1 inhibitor,RXFP1 ag,TrxR1 substrate,USP1 inh,RGS4 inhibitor,Vif-APOBEC3G blk
COc1ccccc1N(C(=O)c1snc(C(N)=O)c1N)C(C(=O)NC1CCCC1)c1ccc2ncccc2c1 (stereo not given),8%,-2%,-4%,-1%,7.4%,35%[activator],-24%,-12%,-17%
CCOC(=O)N1CCN(S(=O)(=O)c2ccc(OC)c(C(=O)N3CCCCC3)c2)CC1,5%[57.1 µM],28%,-11%,-1%,0.5%,1%[57.1 µM],-17%,-4%,-1%
COc1ccc(-n2cnnc2SCC(=O)Nc2ccccc2F)cc1,16%,?,-12%,-1%,-2.0%,5%,-15%,12%,0%
CC1(C)CC(NCc2ccncc2)CC(C)(C)N1,5%[57.1 µM],-22%,19%,2%,-0.1%,5%[57.1 µM],-10%,0%,0%
O=C(Cc1ccc(Cl)cc1)N/N=C1\CCCc2ccccc21,24%,22%,-8%,0%,-0.1%,8%,2%,-10%,0%
COCCN1C(=O)N[C@@H](c2cccc(C(F)(F)F)c2)[C@H](C(=O)OC)[C@H]1C,9%,4%,0%,11%,·,2%,-30%,-2%,1%
CCCCn1c(SCC(=O)c2ccc(OC)cc2OC)nc2cc(S(N)(=O)=O)ccc21,4%,0%,-22%,14%,2.3%,-5%,-14%,16%,-1%
CC(=O)NC(CC(=O)Nc1cccc(S(=O)(=O)N2CCCC2)c1)c1ccccc1 (stereo not given),-9%,-8%,0%,5%,-1.6%,-5%,-20%,2%,0%
C/C(=N\NC(=O)c1ccccc1)c1ccc(N2CCOCC2)cc1,?,21%,5%,-9%,0.6%,1%[57.1 µM],-18%,0%,2%
O=C1c2ccccc2C(=O)N1CCn1nc(Cl)nc1Cl,2%[57.1 µM],18%,-20%,0%,0.1%,-3%,5%,20%,1%
COc1cc(/C=N/NS(=O)(=O)c2ccc(C)cc2)ccc1OCc1cccc(C(=O)O)c1,-4%[57.1 µM],-8%,21%,7%,0.4%,-3%[57.1 µM],-26%,9%,1%
COc1ccc(NC2CCCN(C(=O)COc3ccc(C(C)=O)cc3)C2)cc1 (stereo not given),·,10%,1%,-10%,·,·,-1%,·,0%
Cc1cccc(CC(=O)NCCS(=O)(=O)N2CCN(c3ccccc3)CC2)c1,·,0%,-1%,9%,·,·,3%,·,-2%
CCOC(=O)c1[nH]c(C)c(C(=O)Nc2ccc(C)c(F)c2)c1C,12%,20%&-27%,-7%,1%,0.4%,-6%[57.1 µM],-5%,-11%,?
CCOC(=O)C1=C(CS(=O)(=O)c2ccc(C(C)(C)C)cc2)NC(=O)NC1c1cccc(OC)c1 (stereo not given),-8%,0%,-5%,?,-1.1%,-14%,-24%,3%,2%
CC1=C(C(=O)OCCOC(C)C)C(c2cccnc2)C2=C(CCCC2=O)N1 (stereo not given),-19%,30%,·,0%,2.8%,61%[activator],-6%,24%,0%
Cc1cc(C)nc(SCC(=O)Nc2ccc(N3CCOCC3)cc2)n1,16%[57.1 µM],?,-6%,4%,0.4%,8%[57.1 µM],-8%,-32%,2%
CC(=O)Nc1cccc(N2CCCC2=O)c1,13%,-7%,-3%,-2%,-1.2%,1%,-9%,-10%,2%
COCCn1nc2cc(C(=O)NCC34CC5CC(CC(C5)C3)C4)ccc2c1OC,-9%,?,7%,-2%,-0.5%,53%[activator],7%,-8%,-1%
CCCCN1C(=O)C(=O)N(CC(=O)c2ccc3c(c2)CCCC3)C1=O,0%,?,-16%,-1%,2.3%,-7%,-7%,2%,-7%

# Grouped by structure: the entries above containing a Cl atom.
SMILES,TrxR1 inh,12-LOX inh,Vif-APOBEC3F blk,mIDH1 inhibitor,RXFP1 ag,TrxR1 substrate,USP1 inh,RGS4 inhibitor,Vif-APOBEC3G blk
O=C(Cc1ccc(Cl)cc1)N/N=C1\CCCc2ccccc21,24%,22%,-8%,0%,-0.1%,8%,2%,-10%,0%
O=C1c2ccccc2C(=O)N1CCn1nc(Cl)nc1Cl,2%[57.1 µM],18%,-20%,0%,0.1%,-3%,5%,20%,1%

# Next section.
SMILES,TrxR1 inh,12-LOX inh,Vif-APOBEC3F blk,mIDH1 inhibitor,RXFP1 ag,TrxR1 substrate,USP1 inh,RGS4 inhibitor,Vif-APOBEC3G blk
Cc1ccc(C(=O)c2ccccc2C(=O)O)c(O)c1,15%,13%,6%,-1%,-0.3%,4%,4%,1%,0%
CN(CCS(=O)(=O)c1ccc(Cl)cc1)Cc1cccnc1,9%,-5%,2%,7%,-0.5%,9%,-15%,-25%,-6%
COc1ccc2c(c1)C(c1ccccc1)NC(=O)C2 (stereo not given),36%[57.1 µM],-11%,-3%,-5%,-2.3%,-12%,18%,21%,0%
COc1cccc(-c2cc(C(=O)Nc3c(C)nn(Cc4ccccc4C)c3C)no2)c1,0%,10%,-2%,0%,-0.2%,-6%,-18%,7%,6%
O=C(NCCc1ccc(Cl)cc1)C1CCN(S(=O)(=O)c2ccc3[nH]ccc3c2)CC1,14%[57.1 µM],?,1%,-11%,3.9%,1%[57.1 µM],-7%,-1%,0%
Cc1ccc(NC(=O)COC(=O)c2ccc(F)cc2Cl)c(Br)c1,-26%[57.1 µM],-4%,-5%,7%,-0.1%,-2%[57.1 µM],-7%,-22%,-1%
Cc1cccc(OCC(=O)N(Cc2ccc(N(C)C)cc2)C2CCS(=O)(=O)C2)c1 (stereo not given),14%,2%,29%,1%,-2.2%,-3%,-4%,20%,2%
COc1cc(NS(=O)(=O)c2ccc(NC(=S)NC(=O)c3ccco3)cc2)nc(OC)n1,-9%,?,1%,6%,-3.1%,4%,-27%,-30%,1%
COc1ccc(OC)c(NC(=O)C(=O)/C=C(\O)c2cc(OC)ccc2OC)c1,-9%,-20%,1%,-2%,0.8%,-3%,-16%,-12%,1%
Cc1ccc(O)c(-n2nc3ccccc3n2)c1,-5%[57.1 µM],-14%,-8%,-9%,0.1%,-1%[57.1 µM],-4%,-13%,-4%
C=CCc1ccccc1OCC(O)CNC(C)C (stereo not given),6%[57.1 µM],0%&90%,5%,2%,2.1%,5%[57.1 µM],2%,-3%[56.9 µM],-4%
COc1ccccc1OCCNC(=O)CCC(=O)N1CCOCC1,-2%,?,3%,7%,1.1%,-5%,-18%,-21%,1%
Cn1c(N)c(C(=O)COC(=O)C2(c3ccc(Cl)cc3)CCCC2)c(=O)n(C)c1=O,25%[57.1 µM],0%,-10%,0%,-0.2%,-17%,-17%,-70%[11.4 µM],-6%
O=C(Cn1c(CC(=O)N2CCOCC2)nc2ccccc21)Nc1ccc2c(c1)OC(F)(F)O2,6%,-13%,-9%,3%,1.2%,10%[57.1 µM],2%,-2%[11.4 µM],-1%
CCCCN(C)C(=O)c1ccc(CS(=O)(=O)c2ccccc2C)o1,?,6%,-11%,10%,1.3%,3%,-23%,-5%,3%
COc1ccc(C(=O)OCCN2C(=O)c3ccccc3C2=O)cc1,26%,-21%,-9%,1%,3.8%,2%,-11%,-9%,-4%
COc1ccccc1NC(=S)N1CCN(c2ccccn2)CC1,-24%,2%,0%,1%,-4.9%,-6%,-2%,-3%,0%
O=C(O)C1CCN(C(=O)c2ccccc2N2C(=O)[C@@H]3Cc4c([nH]c5ccccc45)C(c4cccc(Cl)c4)N3C2=O)CC1 (stereo not given in full),5%,?,-1%,-9%,3.7%,4%,?,-18%,0%
Cc1cc(C)c(OCCn2ccnc2)c(C)c1,20%[11.4 µM],?,3%,3%,-0.8%,5%,-21%,4%,1%
O=C(Nc1ccnn1C1CCN(C(=O)c2ccccc2C(F)(F)F)CC1)C1CC1,0%,-5%,-8%,7%,0.3%,-1%,-8%,-9%,0%
O=C(CN1C(=O)C2C3CCC(C3)C2C1=O)Oc1ccc2ccccc2c1 (stereo not given),-12%,-14%,-7%,2%,1.6%,-9%,-1%,-2%,-7%
CN(C(=O)c1cccc(C#N)c1)c1nnc(-c2ccccn2)s1,-15%,-12%,4%,-4%,2.9%,7%[57.1 µM],12%,9%[11.4 µM],0%
Cc1ccc(-c2noc(-c3c(C)noc3C)n2)cc1,27%,230%[activator],5%,-4%,1.4%,0%,0%,45%,-1%
CC(=O)N(c1ccc(Cl)cc1)c1c[nH]c2ccccc12,1%,-2%,-3%,6%,1.4%,-12%[57.1 µM],-9%,9%,-19%
O=C1N=C(N2CCCCC2)S/C1=C\c1ccncc1,-13%[57.1 µM],0%,0%,0%,-0.2%,-9%[57.1 µM],-19%,-17%,0%
CN(C)CCn1cnc2c1c(=O)[nH]c(=O)n2Cc1ccccc1,21%[57.1 µM],-8%,14%,5%,-1.2%,-18%[57.1 µM],-16%,7%,0%
CC1CCc2[nH]c3ccc(C(=O)N(C)CC(=O)Nc4ccccc4C(F)(F)F)cc3c2C1 (stereo not given),11%,3%,6%,28%,0.5%,-5%,-25%,12%,-2%
Cc1ccc(CCNc2nc3c(S(=O)(=O)c4ccc(C)cc4)nnn3c3ccsc23)cc1,21%,-15%,9%,14%,3.9%,16%,-11%,7%,1%
O=C(CCN=C1NS(=O)(=O)c2ccccc21)OCc1nnc(-c2ccc([N+](=O)[O-])cc2)o1,-2%,4%,3%,1%,·,-4%,-24%,-9%,0%

# Bioassay records from PubChem.

# Not all compounds are listed, so the mix of outcomes need not match the whole.
